Compound activity from PubChem BioAssay.
Myeloid diff 2: compounds promoting myeloid differentiation. hit rate 1% among 360,000. ER-HoxA9 myeloid progenitors, lysozyme-GFP differentiation, flow cytometry. calls only at 10 µM. AID 624256;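 active = normalized GFP-positive differentiation at or above the plate's own cutoff, the solvent-only control mean plus 3 SD; inconclusive = no clear call, values can overlap the other calls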;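 note: cells exposed to compound for four days before flow analysis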
RSV antiviral HEp-2: inhibition of RSV-induced cytopathic effect – HEp-2 cells, primary 10 µM value included (AID 2391). HEp-2 cells, RSV-induced CPE inhibition; higher % means a stronger effect. CPE inhibition, % at 10 µM, or IC50 in µM where a hit was titrated. hit rate 0.13% among 310,000; in the data active = a potency from the dose series; inconclusive = CPE inhibition mostly from about 23% at the one dose, without a potency; inactive = the rest, 99 in 100 with CPE inhibition below about 21%; note: strong numbers were not always called active
K1F lysis inhibition: inhibition of K1F phage lysis, E. coli UTI89, bacterial capsule biogenesis inhibitors, alamar blue (AID 488966); E. coli UTI89 K1F phage lysis, alamar blue, 2 h; higher % means a stronger effect; inhibition, % at 100 µM, or IC50 in µM where a hit was titrated; hit rate 0.02% among 340,000;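 active = phage lysis inhibition, versus mean bacterial control, above a set limit; inconclusive = no clear call, values can overlap the other calls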;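 note: capsule biogenesis inhibitors block K1F phage lysis so surviving cells raise fluorescence; higher fluorescence means more inhibition of phage lysis; actives were called in the ten point dose series up to 300 µM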
T cell modulator: T cell immune modulators affecting CD8 T cell-vesicle binding; 2C CD8+ T cell-vesicle binding, flow cytometry; stronger effect = lower value; calls only at 7 µM; hit rate 0.068% among 330,000;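 active = response, share of CD8 T cells binding vesicles, and their 90th percentile fluorescence all below set limits, cut at about 80% in these data, passing the limit was not always enough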
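Test system: purified 2C TCR transgenic mouse naive CD8+ T cells. Probe or stimulus: QL9-peptide-loaded Drosophila micro-vesicles bearing Ld, ICAM-1 and B7-1. Incubation: binding step 1.5 h, 37 °C, antibody labelling 20 min, ice. Measured by: flow cytometry of vesicle-bound cells.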
Salmonella PhoP GFP: PhoP-dependent GFP reporter repression – Salmonella Typhimurium, primary screen (AID 1863); S. Typhimurium PhoP-regulated promoter GFP reporter, 4 h; higher % means a stronger effect; one-dose inhibition, % at 50 µM; IC50 in µM for titrated hits; hit rate 0.16% among 300,000;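 active = inhibition over 29.93%, a cutoff 3 SD above the screen mean, later confirmed by dose response; inconclusive = inhibition over 29.93% but no dose response follow-up; inactive = inhibition at most 29.93% or unconfirmed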;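 note: 0% = low Mg2+ inducing control and 100% = high Mg2+ repressing control; strong numbers were not always called active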
NTR1 agonist: NTR1-driven beta-arrestin-GFP spot formation – imaging, U2OS cells, high content, primary screen (AID 493036). hit rate 0.17% among 330,000. agonist mode. activation, % at 20 µM;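 active = activation at or above 40% of the spot to cytoplasm intensity ratio, with at least 20 cells analyzed; inconclusive = wells under 20 cells, flagged as cytotoxic or low count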;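 note: 0% = DMSO without peptide and 100% = 100 nM NTR1 peptide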
Target sequence (P30989 whole entry, looked up): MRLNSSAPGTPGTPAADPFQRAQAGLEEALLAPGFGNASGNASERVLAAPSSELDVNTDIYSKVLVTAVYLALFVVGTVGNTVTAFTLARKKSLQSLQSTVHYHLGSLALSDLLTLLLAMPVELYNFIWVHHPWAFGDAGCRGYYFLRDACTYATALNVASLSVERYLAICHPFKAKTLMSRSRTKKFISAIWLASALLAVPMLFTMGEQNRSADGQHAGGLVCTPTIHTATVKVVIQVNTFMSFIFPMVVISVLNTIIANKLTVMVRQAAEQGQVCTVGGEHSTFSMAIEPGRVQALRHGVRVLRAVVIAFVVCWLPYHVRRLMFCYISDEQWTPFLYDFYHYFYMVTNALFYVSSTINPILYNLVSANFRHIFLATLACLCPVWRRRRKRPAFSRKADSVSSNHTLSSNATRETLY
SV40 large T antigen: SV40 large T antigen inhibitors, biochemical (AID 1903); hit rate 0.39% among 310,000; one-dose inhibition, % at 20 µM; IC50 in µM for titrated hits; SV40 large T antigen ATPase/helicase inhibition assay; higher % means a stronger effect; in the data active = a potency from the dose series; inconclusive = inhibition mostly from about 32% at the one dose, without a potency; inactive = the rest, 99 in 100 with inhibition below about 32%; note: strong numbers were not always called active
TNAP activation fold: stimulation of alkaline phosphatase TNAP activity – biochemical, luminescent, no phosphate acceptor, uHTS, primary screen (AID 1001). purified TNAP, luminescent activation assay, no phosphate acceptor; higher activation fold means a stronger effect. hit rate 0.03% among 200,000. activation fold at 20 µM; hits with a dose series show EC50 in µM; in the data active = activation fold from about 3, or a potency from the dose series; inactive = the rest, 99 in 100 with activation fold below about 1.6; note: many of its hits are not listed in these tables
MgcRacGAP inhibition: MgcRacGAP GTPase-activating activity inhibitors, confirmation, biochemical, ADP Hunter fluorescence. inhibition, % at 30 µM; hits with a dose series show IC50 in µM. MgcRacGAP-stimulated Rac1 GTP hydrolysis, ADP Hunter fluorescence; higher % means a stronger effect; GST-tagged Rac1 F28L mutant substrate. hit rate 0.6% among 340,000;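 active = first-screen hits whose inhibition reached a set limit at any dose in the follow-up dose series; inconclusive = inhibition above the set first-screen limit but never retested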;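 note: fluorescence reports GDP produced by GAP-driven GTP hydrolysis; strong numbers were not always called active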
T cell modulator vesicle-bound %: further read-out of T cell modulator, marked with its call; double positive events, %; measured here: CD8+ vesicle-bound cell fraction;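 binding gate set so that unloaded-vesicle control wells show 10% double positive cells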
NTR1 agonist cell count 20 µM: also measured in NTR1 agonist; calls as there; cell count; measured here: cell count, cytotoxicity flag
Myeloid diff 2 GFP+ MAC1+ %: recorded beside Myeloid diff 2, whose call it bears; GFP+ MAC1+ double positive, %; measured here: differentiation confirmed by MAC1 staining
Active calls of the source: *; i = inactive; u = inconclusive; x = no result given; & = joins results of further samples; [ ] = another dose, or the depositor's remark.

SMILES	Myeloid diff 2	Myeloid diff 2 GFP+ MAC1+ %	RSV antiviral HEp-2	K1F lysis inhibition	T cell modulator	T cell modulator vesicle-bound %	Salmonella PhoP GFP	NTR1 agonist	NTR1 agonist cell count 20 µM	SV40 large T antigen	TNAP activation fold	MgcRacGAP inhibition
COc1ccccc1Nc1ccc(NC(=O)c2cccc([N+](=O)[O-])c2C)cc1	i	0.1	21%	0.3%	i	49	0%	1.9	91	8%	x	13%
NC(=O)C1CCN(C(=O)c2cn(-c3ccccc3)nc2-c2cccnc2)CC1	i	1.5	-1.4%	1.2%[50 µM]	i	16	-7%	-0.4	71	11%	x	0%
O=C(Nc1ccccc1Cl)NC1(C(=O)NCc2ccncc2)CCCCC1	u	x	0.6%	0.3%	i	17	8%	-0.5	54	8%	x	2%
Cc1cccc(N(C(=O)c2csnn2)C(C(=O)NCc2ccccc2)c2ccc(C)o2)c1 (stereo not given)	i	3.5	1.5%	-0.5%	i	42	4%	1.5	58	3%	x	5%
Cc1ccc(S(=O)(=O)NC(Cc2ccccc2)C(=O)O)cc1C (stereo not given)	i	0.3	0.5%	0.2%	i	15	5%	-0.2	47	4%	x	x
CCc1c(C)[nH]n(CCC#N)c1=O	i	0.8	-0.8%	0.3%	i	44	-5%	1.7	91	12%	1.1	8%
O=C(c1ccccc1NS(=O)(=O)c1ccc(F)cc1)N1CCOCC1	i	0.7	0.0%	0.0%	i	61	-3%	0.8	54	35%	x	7%
CC(=O)CSc1nsc(SCC(C)=O)c1C#N	i	0.7	4.5%	i	i	38	0%	-1.8	83	32%	1.1	31%
CCOc1ccc(S(=O)(=O)N(CC)CC(=O)NCc2ccccn2)cc1C	i	0.6	2.6%	-0.5%	i	19	2%	3.0	44	-7%	x	-1%
c1ccc(-c2ccc(OCCN3CCOCC3)cc2)cc1	i	0.5	18%	0.2%	i	60	2%	-0.7	53	11%	x	13%
CCCN(CC(=O)Nc1ccccc1C)C(=O)c1ccc(Cl)c(S(=O)(=O)N2CCCC2)c1	i	1.1	0.5%	1.1%[50 µM]	i	51	-4%	-0.1	72	15%	x	4%
Cc1ccc2c(C)c(C(=O)N(Cc3ccc(N(C)C)cc3)C3CCS(=O)(=O)C3)oc2c1 (stereo not given)	i	3.7	6.2%	2.7%	i	38	x	9.4	69	14%	x	7%
Cc1ccc(N2CC(C(=O)NC3=NCCS3)CC2=O)cc1C (stereo not given)	i	0.2	1.7%	0.5%	i	31	-6%	0.8	51	-6%	1.1	11%
Cc1ccc([N+](=O)[O-])cc1NC(=O)c1cccs1	i	0.4	1.4%	0.2%	i	42	5%	-0.3	39	4%	1.1	6%
Cn1c(N2CCOCC2)c(/C=N/OC(=O)c2ccc(F)cc2)c2ccccc21	u	x	5.2%	0.7%	i	41	0%	1.6	82	24%	1.1	13%
Cc1ccc(NS(=O)(=O)c2ccc(C(=O)OCC(=O)N3CCCCC3)cc2)cc1	i	0.5	1.6%	0.3%[50 µM]	i	32	x	1.5	69	x	x	5%
COc1ccc(N2CCN(CC(O)COC(c3ccc(F)cc3)c3ccc(F)cc3)CC2)cc1 (stereo not given)	i	0.6	13%	0.3%[50 µM]	i	19	0%	x	x	2%	x	93µM*
CN(Cc1ccc(-n2cccn2)cc1)Cc1nc(-c2cnccn2)no1	i	0.3	6.8%	0.3%	i	34	-13%	-2.3	56	6%	1.1	0%
COc1ccc(OC)c(S(=O)(=O)NCCOC23CC4CC(CC(C4)C2)C3)c1	i	0.8	6.5%	-0.2%	i	3	-1%	1.8	59	1%	1	5%
O=C(NCC1CCN(Cc2ccc(F)cc2)CC1)Nc1cc(F)ccc1F	i	0.1	-0.8%	0.1%	i	32	-14%	0.3	79	4%	x	13%
COc1ccc(N(CC(=O)Nc2cccc3ccccc23)S(C)(=O)=O)c(OC)c1	i	0.9	2.1%	0.3%	i	58	-2%	2.7	64	0%	x	3%
COc1cc(OC)cc(C(=O)NC(=S)NNC(=O)c2cnccn2)c1	i	0.6	1.4%	1.6%[50 µM]	i	49	12%	1.4	51	11%	1.7	5%
CCOCCCNC(=O)c1ccc(OC)cc1	i	0.8	0.7%	0.5%	i	46	3%	-0.1	85	16%	1.1	5%
Cc1c(NC(=O)C2CC(c3ccc(F)cc3)=NO2)c(=O)n(-c2ccccc2)n1C (stereo not given)	i	1.6	2.9%	-0.9%	i	17	6%	-1.1	41	1%	1.2	3%
O=C(c1cc2nc(-c3cccs3)cc(C(F)(F)Cl)n2n1)N1CCCc2ccccc21	i	9.5	0.7%	0.1%	i	32	-5%	15	61	4%	1	3%
O=C1N/C(=C/c2ccc(Br)cc2)C(O)=C1C=NCc1ccccc1	u	x	-0.6%	-3.1%	i	48	-13%	-1.4	50	5%	1.1	3%
CC(=O)c1ccc(C(=O)N2CCCC(C(=O)c3cc(F)ccc3F)C2)s1 (stereo not given)	i	0.3	0.0%	0.1%	i	33	x	4.2	51	x	1.1	0%
CCC(C)(C)NC(=O)C(c1ccc(F)cc1)N(Cc1ccco1)C(=O)c1cnccn1 (stereo not given)	i	3.2	-1.6%	-1.4%	i	6	12%	0.0	35	6%	1.1	-4%
CCOc1ncccc1C(=O)OCC(=O)NC1CCCCC1	i	0.8	x	0.6%[50 µM]	i	46	x	1.1	72	x	x	5%
CCCNC(=O)C(Cc1ccc(I)cc1)NC(=O)c1ccc(C#N)cc1 (stereo not given)	i	1.3	0.9%	0.1%	i	47	x	3.4	55	x	x	5%
COc1cc(CNCc2cccnc2)ccc1OCC(=O)NC1CCCCC1	i	0.5	0.9%	0.2%	i	42	-6%	-1.6	47	9%	1	7%
CCCSc1nc2c(cnn2-c2ccccc2)c(=O)n1N	i	0.3	x	-1.2%	i	51	-5%	-0.8	57	14%	x	14%
O=C(N/N=C\c1ccc(Cl)s1)C1COc2ccccc2O1 (stereo not given)	i	1.3	x	0.7%	i	57	-1%	2.8	49	17%	x	8%
O=C(c1ccc(CNS(=O)(=O)c2ccc(Br)cc2)cc1)N1CCCC1	i	0.1	-1.6%	0.4%	i	28	4%	1.5	38	4%	1.1	7%
COc1ccc(-c2nc(-n3c(C)c(C(C)=O)c(C(C)=O)c3C)sc2C)cc1OC	i	0.7	14%	0.2%	i	18	5%	1.2	85	9%	1.2	2%
CN(C)S(=O)(=O)c1ccc(N2CCCC2)c(C(=O)Nc2ccc(Br)cc2F)c1	x	x	-0.7%	-1.5%	i	9	-4%	0.8	58	7%	x	2%
CCOC(=O)N1CCN(C/C(C)=C/c2ccccc2)CC1	i	8.1	-0.3%	1.6%	i	12	13%	1.2	89	7%	1.1	15%
C#CCOCCOCCOCCNc1nc(N2CCN(C(=O)CCCCCCCCCCNC(=O)Cn3cc(C[C@@H](C)O)nn3)CC2)nc(N2CCN(C(=O)CCCCCCCCCCNC(=O)[C@H](CO)n3cc(CCCSC)nn3)CC2)n1	i	0.0	3.9%	2.1%	i	27	10%	1.5	70	7%	x	7%
COc1cc(/C=C/C(=O)OCC(=O)Nc2c(C)n(C)n(-c3ccccc3)c2=O)ccc1O	i	0.7	0.5%	1.4%[50 µM]	i	16	-2%	-0.6	75	36%	x	64µM*
NC(=O)c1[nH]cnc1N	i	2.1&0.4	-0.6%&1.7%	0.7%	i	18&23	5%&12%	-0.5&0.8	63&80	13%&27%	x	2%&4%
COCc1c(C(=O)OCC(=O)N(C)C2CCS(=O)(=O)C2)oc2ccccc12 (stereo not given)	i	0.7	1.4%	0.7%[50 µM]	i	29	x	-1.9	55	x	x	8%
CC(=O)c1cn(N2CCCCC2)c(=O)[nH]c1=O	i	0.5	4.8%	0.3%	i	23	-2%	0.0	116	2%	x	11%
O=C(O)c1ccc(OCCOc2ccccc2)cc1	i	0.5	-0.2%	0.2%	i	10	-3%	-0.7	50	22%	x	5%
CCOc1ccc(-c2nnc3ccc(SCC(=O)NCc4ccco4)nn23)cc1	i	8.2	-0.2%	-0.1%	i	11	-3%	3.6	48	5%	1	1%
O=C(NCCCCCCNC(=O)C1CCCC1)C1CCCC1	i	0.3	0.3%	3.6%	i	52	7%	0.5	81	16%	1.1	1%
O=C(CC1NCCNC1=O)Nc1ccc(Cl)c(Cl)c1 (stereo not given)	i	0.4	1.2%	1.5%	i	45	5%	0.4	66	27%	1.1	7%
CCN(CC)S(=O)(=O)c1cc(C(=O)OCC(=O)Nc2cccc(Br)c2)ccc1F	i	0.5	0.6%	7.3%	i	53	-8%	8.1	50	8%	1.1	5%
CCn1nc(C)c(NC(=O)Nc2cccc(Cl)c2Cl)c1C	i	1.3	1.2%	-0.6%	i	9	-10%	0.9	37	5%	1.2	-21%
O=C(c1ccc(C(F)(F)F)cc1)c1c[nH]c(C(=O)NCCCn2ccnc2)c1	i	1.2	0.5%	0.6%	i	61	12%	-2.5	110	6%	1	4%
Cc1ccc2[nH]c(=O)c3cc(C(=O)NCCC(C)C)sc3c2c1	i	0.4	2.8%	2.0%[50 µM]	i	10	-7%	7.0	81	5%	x	7%
CC/C(=N\NC(=S)NC(C)C)c1ccc(OC)c(OC)c1	i	0.1	-1.9%	x	i	61	4%	3.0	33	7%	1.1	x
Cc1c(C(=O)N/N=C/c2ccccc2)[nH]c2c([N+](=O)[O-])cccc12	x	x	0.5%	0.7%	i	25	x	-1.0	47	0%	x	12%
C#CC[N+]1(CC#Cc2ccccc2)CCCCC1	i	1.3	0.3%	-0.5%	i	47	3%	0.4	49	15%	1.1	-6%
COc1cc(C(=O)N2CCC3(CC2)NCCc2[nH]cnc23)cc(OC)c1OC	i	0.5	0.8%	0.1%	i	44	9%	-1.3	65	5%	x	-3%
CC(=O)NC(Cc1cccc(F)c1)C(=O)NC1CCN(c2nnnn2-c2ccccc2)CC1 (stereo not given)	i	0.0	2.9%	0.1%	i	8	2%	0.3	39	7%	1	6%
